# F508del corr: CFTR F508del correction in bronchial cells; actives 0.36% (n = 350,000); AID 720511; CFBE cells, YFP halide quenching; stimulated with forskolin plus potentiator P3; % fluorescence drop versus neutral controls; activity (quench increase), % at 7.58 µM;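 active = mean added fluorescence quench of at least 8% versus neutral control, with both replicates also reaching 8%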;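 also: cells transiently co-express mutant CFTR-F508del with the halide-sensitive YFP; corrector assay measuring rescue of mutant channel to the surface after 24 h compound exposure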
# PglD DTNB: blocks C. jejuni PglD acetyltransferase activity; purified PglD enzyme, DTNB colorimetric CoA detection; inhibition, % at 12.5 µM; actives 0.098% (n = 360,000); AID 602405; in the data active = inhibition above about 16%, passing the limit was not always enough; also: strong numbers were not always called active
# Cneo AK release: causes C. neoformans cell lysis. lysis activity, % at 15 µM. adenylate kinase release luminescence, 4 h; normalised: neutral wells 0, clomiphene wells 100. AID 651654. actives 0.2% (n = 360,000);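 active = mean lysis activity across replicates of at least 80%, whatever share of replicates individually reach that level; inactive = mean lysis activity below 80%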
#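 Assay system: log-phase C. neoformans yeast / Quantity: yeast cell density of 5 × 10^6 cells/mL / Medium: fresh YPD growth medium / Compound: single dose / Timing: static 4 h at 37 °C with compound, 1 h detection / Measured by: adenylate kinase release luminescence / Read-out: lysis from increased AK signal / Benchmarks: Clomiphene as positive lysis control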
# FN deposit inh: fibronectin deposition inhibition; AID 743247; actives 0.086% (n = 350,000); AH1F fibroblasts, Alexa488-fibronectin deposition fluorescence, overnight; inhibition, % at 12.6 µM;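 active = mean inhibition across replicates of 30% or more, regardless of how many single replicates reach that level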;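 also: positive control wells lacked labelled fibronectin entirely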
#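 test system = AH1F fibroblasts assembling fluorescent fibronectin matrix | quantity = 10000 AH1F cells per well | buffer or medium = DMEM plus 2% serum, read in PBS | doses = single dose, pinned | incubation = 1 h cell attachment, overnight exposure to compound and label | detection = fluorescence at 485 nm excitation, 525 nm emission | read-out basis = inhibition from reduced deposited-fibronectin fluorescence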
# INS-1E GSIS act: GLuc luminescence reporter in INS-1E cells, primary screen for activators of glucose-dependent secretion of insulin; INS-1E GLuc reporter insulin secretion, 2-3 h; activation, % at 16.6 µM; actives 0.61% (n = 370,000); AID 743287;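 active = lowest replicate activation of at least 40%, so every replicate reaches that level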;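 also: 0% = median of neutral control wells and 100% = median of IBMX positive control wells; some compounds called inactive have numbers as strong as hits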
# Statin myotox sup: suppressors of simvastatin-induced myotoxicity in C2C12 myotubes | ATP luminescence, 48 h; scaled: DMSO 0, geranylgeraniol control 100 | rescue of ATP level, % at 7.49 µM | actives 0.78% (n = 330,000);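 active = mean ATP rescue above about 67%, or every replicate alone reaching that limit, limit read from the data, passing the limit was not always enough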;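 also: myotubes were challenged with 10 µM simvastatin during compound exposure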
# PGC1a acetyl inh: modulators of PGC1a acetylation; U2OS PGC1a acetylation, AlphaScreen anti-acetyl-lysine; with virally co-expressed GCN5 acetyltransferase; inhibition, % at 15.6 µM; actives 0.17% (n = 350,000);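 active = every replicate shows inhibition of at least 40%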;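 also: 0% = neutral control wells and 100% = positive control wells; some results beyond the cut were filed as inactive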
# miR-122 sensor: inhibitors of miR-122 in Huh7 cells. Huh7 miR-122 Renilla luciferase sensor, 48 h; neutral wells = 0, positive control = 100. activation (reporter increase), % at 12.5 µM. actives 0.3% (n = 340,000). AID 602342;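 active = mean replicate activation score at least 90 and every replicate individually at or above 90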;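 also: higher luciferase means less miR-122 activity so hits act as miR-122 inhibitors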
# * hit, by the source's call; x = not tested or not shown; & = joins results of further samples; [ ] = remark or other dose.
SMILES	Cneo AK release	PGC1a acetyl inh	F508del corr	Statin myotox sup	miR-122 sensor	PglD DTNB	FN deposit inh	INS-1E GSIS act
COc1ccccc1NC(=O)COC(=O)c1cc(C)oc1C	0	-10	1.9	3	-3	8	0	x
Cc1ccc(OCC(=O)Nc2ccc(-c3nnc(-c4ccco4)o3)cc2)cc1	-2	-3	x	-5	-6	-5	x	x
COc1ccc(CCCc2nc3ccccc3[nH]2)cc1	x	6	-7.7	33	-11	x	3	0
O=C(CN1C(=O)/C(=C/c2ccccc2Cl)SC1=S)NC1C=CS(=O)(=O)C1 (stereo not given)	12	2	-1.4	0	-3	3	0	2
CC(=O)NCCc1csc(-c2ccccc2)n1	0	6	x	-4	2	2	x	2
Cc1ccc(S(=O)(=O)NCC(=O)N(CC(=O)NCC2CCCO2)C2CCCC2)cc1 (stereo not given)	-1	0	x	-12	-7	0	x	x
N#CCCN(CCC#N)C(=O)c1ccc(Cl)cc1	0	32	-1.4	15	x	2	x	28
COc1ccccc1N1CCN(C(=O)Cc2ccc(Cl)cc2)CC1	3	9	0.5	2	1	-4	5	-5
C[C@@H]1CN([C@H](C)CO)C(=O)c2cc(-c3cccnc3)cnc2O[C@H]1CN(C)C(=O)Nc1ccccc1	-6	2	0.7	5	2[16.7 µM]	1	x	-3
CCOC(=O)c1c(NC(=O)CN(CC)CC)sc2c1CCN(C(=O)OCC)C2	2	-18	2.1	14	-3	0	x	-21

# Filtered by structure: those above containing a Cl atom (3)
SMILES	Cneo AK release	PGC1a acetyl inh	F508del corr	Statin myotox sup	miR-122 sensor	PglD DTNB	FN deposit inh	INS-1E GSIS act
O=C(CN1C(=O)/C(=C/c2ccccc2Cl)SC1=S)NC1C=CS(=O)(=O)C1 (stereo not given)	12	2	-1.4	0	-3	3	0	2
N#CCCN(CCC#N)C(=O)c1ccc(Cl)cc1	0	32	-1.4	15	x	2	x	28
COc1ccccc1N1CCN(C(=O)Cc2ccc(Cl)cc2)CC1	3	9	0.5	2	1	-4	5	-5

# Other entries follow.
SMILES	Cneo AK release	PGC1a acetyl inh	F508del corr	Statin myotox sup	miR-122 sensor	PglD DTNB	FN deposit inh	INS-1E GSIS act
O=C(NCC(c1cccs1)N1CCOCC1)c1cc(S(=O)(=O)N2CCOCC2)ccc1Cl (stereo not given)	-2	-1	2.9	-2	-11	1	2	-12
CCO[C@H]1OC(C(=O)O)=C[C@@H](c2ccc3c(c2)OCO3)[C@@H]1CCCO	-1&3	12&9	-1.5&1.1	17	-4	0&-4	-18	x
CC(OC(=O)CCCN1C(=O)c2ccccc2C1=O)C(=O)Nc1ncc(Cl)cc1Cl (stereo not given)	0	-7	x	-18	-4	2	-12	x
C/C=C/c1ccc([C@H]2[C@@H](CN(C)C(=O)CC)N(C(=O)NC(C)C)[C@H]2CO)cc1	0	2	1.7	-1	25[16.7 µM]	0	x	10
NC(=O)c1c(NC(=O)CSc2nnc(-c3ccco3)n2-c2ccccc2)sc2c1CCC2	-1	5	x	x	1	0	3	4
COc1cccc(CN2CCN(Cc3ccc(C#CC(C)(C)O)s3)CC2CCO)c1 (stereo not given)	-1	3	2.0	x	5	-3	0	8
Cc1ccc(OCCN2C(=O)C(=O)c3cccc(C)c32)cc1	-2	5	-3.8	-4	1	8	1	-1
O=C(CSc1nnc(COc2ccc(Cl)cc2)o1)OC1CCCCC1	0	4	x	3	0	-1	-2	x
C[C@H]1CN([C@@H](C)CO)C(=O)c2cccc(NC(=O)c3ccc(-c4nccs4)cc3)c2O[C@H]1CN(C)Cc1ccc(C(=O)Nc2ccccc2N)cc1	2	-2	1.2	x	5[16.7 µM]	1	x	6
COc1cc(NC(=O)c2oc3ccccc3c2C)ccc1NC(=O)c1ccco1	-2	x	-0.6	-1	-1	4	5	6
CCCNC(=O)N1C[C@H]2[C@@H](c3ccccc31)[C@H](CO)N2Cc1cc(F)ccc1F	-6	-3	-1.3	39	29[16.7 µM]	-3	x	4
CCOc1ccc(-c2noc(-c3ccncc3)n2)cc1OCC	0	x	x	x	6	-2	-6	7
CN1CCN(CC(=O)N(C)c2nc(-c3ccccc3)cs2)CC1	2	8	x	-3	1	-2	x	x
CCOC(=O)c1ccc(S(=O)(=O)N2CCN(C3CC(=O)N(c4ccc(OC)cc4)C3=O)CC2)cc1 (stereo not given)	-1	5	-1.8	0	1	1	-10	0
CCc1cccc(NC(=O)COC(=O)C2COc3ccccc3O2)c1 (stereo not given)	0	x	1.5	7	-1	-10	-8	6
O=C(COC(=O)/C=C/c1ccc(OC(F)F)cc1)Nc1cccc(S(=O)(=O)N2CCOCC2)c1	5	7	0.1	6	1	-2	x	3
O=C(c1ccco1)N1CCN(C(=O)c2ccc(-c3ccccc3Cl)o2)CC1	-1	-8	-1.9	-5	-5	4	29	-26
O=C(NCc1cccnc1)c1nc(-c2ccccc2)n(-c2ccccc2)n1	1	x	0.9	12	3	-2	x	13
Cc1ccc(CNC(=O)C2CCCN2S(=O)(=O)c2ccc3c(c2)C(C)(C)C(=O)N3C)cc1 (stereo not given)	0	0	-0.5	x	-7	-3	6	4
CCN(CC)CCCCNc1ncc2cc(-c3cc(OC)cc(OC)c3)c(NC(=O)NC(C)(C)C)nc2n1	-3	15	-0.2	-41	-9	-1	-1	-5
O=C(O)c1ccc2cc(-c3ccccc3)[nH]c2c1	-4	15	-0.5	x	-3	7	-4	x
CC1(C)CC(=O)C=C(Nc2ccc(Br)cc2F)C1	-1	3	-0.1	-9	-1	8	-4	6
COc1ccc(SC[C@H](CC(C)C)N2CCN(CCc3ccccc3)CCC2=O)cc1	-1	-11	-0.4	-2	-1	4	-4	-18
COC(=O)c1c[nH]c2c1-c1cc(C(=O)OCc3ccccc3)n(S(=O)(=O)c3ccc(C)cc3)c1C(=O)C2=O	x	-8	3.2	x	-2	x	3	7
N#C[C@H]1[C@@H](c2ccc(-c3ccccc3F)cc2)[C@@H](CO)N1C(=O)C1CCC1	0	5	4.4	-40	x	3	9	-7
COc1ccc(S(=O)(=O)N[C@H]2CC[C@@H](CCn3cc(-c4cccc(F)c4)nn3)O[C@H]2CO)cc1	-1	-3	-1.7	2	x	2	x	-17
Cc1noc(C)c1NC(=O)Nc1ccc2c(c1)CC(=O)N([C@H](C)CO)C[C@@H](C)[C@H](CN(C)S(=O)(=O)c1ccc(F)cc1)O2	-1	11	-2.6	16	10[16.7 µM]	0	x	15
CC(=O)NN1C(=O)/C(=C\c2ccc(C)cc2)SC1=S	-4	4	x	-15	-5	-13	4	-2
O=C(NC(=S)NC1CCS(=O)(=O)C1)c1ccccc1 (stereo not given)	-1	-4	-6.6	x	-3	1	6	18
Cc1cccc(NC(=O)NCCN2C(=O)C3C4C=CC(C4)C3C2=O)c1 (stereo not given)	0	x	-3.7	15	x	-4	-15	3
COCCNC[C@@H]1[C@H](c2ccccc2)[C@H](CO)N1c1nc(C)c(C)s1	-13	-30	0.5	-7	-14[16.7 µM]	1	7	24
COC(=O)C(Cc1ccccc1)NC(=O)CNC(=O)c1sc2ccccc2c1Cl (stereo not given)	-1	x	1.9	-4	4	10	3	1
CC1=Nn2c(nnc2-c2cccs2)SC1	1	13	x	3	3	4	x	x
C#Cc1cccc(NC(=O)C2CCN(C(C)=O)CC2)c1	3	x	3.7	7	0	1	x	-5
CCOC(=O)c1sc(N2C(=O)C(O)=C(C(=O)c3ccco3)C2c2ccc([N+](=O)[O-])cc2)nc1C (stereo not given)	-2	x	3.6	5	-6	-6	1	3
C[C@H]1CN([C@@H](C)CO)C(=O)c2cc(NC(=O)NC3CCCCC3)ccc2O[C@@H]1CN(C)S(=O)(=O)c1ccc(F)cc1	54	-3	-2.8	7	-4[16.7 µM]	-1	10	-13
Cc1ccc(-c2cnc3c(c2)C(=O)N([C@H](C)CO)C[C@@H](C)[C@@H](CN(C)C(=O)Cc2ccccc2)O3)cc1	-3&-1&-2	-9&-14&0	-7.1&1.3&1.9	-6&-13&-4	-1	6&2&-1	-7	-3&4
O=[N+]([O-])c1ccccc1CN1CCN(Cc2ccccn2)CC1	x	2	0.0	x	x	x	3	9
Cc1ccc(S(=O)(=O)N(C)C[C@H]2Oc3ccc(NC(=O)CCCCCC(=O)Nc4ccccc4N)cc3CC(=O)N([C@@H](C)CO)C[C@@H]2C)cc1	-1	10	-1.4	1	0[16.7 µM]	3	x	0
CC(C)(C)OC(=O)N1CCC(C(=O)N2CCOCC2)CC1	-1	-2	x	-2	-7	x	x	x
CC(=O)NC(c1ccco1)c1cc(Cl)c2ccc(Cl)nc2c1O (stereo not given)	-1	x	2.6	0	-1	0	-10	-21
COc1ccc(CNCCCO)cc1OC	-1	7	x	10	x	4	5	16
C#CCNC(=O)[C@H](Cc1ccc(C(=O)c2ccccc2)cc1)NC(=O)OC(C)(C)C	0	x	2.2	1	x	-2	-11	12
Cc1ccccc1S(=O)(=O)N1CCCCN2[C@H](C1)[C@H](c1ccc(-c3cncnc3)cc1)[C@@H]2CO	1	2	-0.5	x	10[16.7 µM]	-8	x	-10
COCCCNC(=O)CCCN1C(=O)c2cccnc2Sc2ccccc21	0	5	2.1	-2	10	8	x	0
OCCN1CCN(CC#CCn2c3ccccc3c3ccccc32)CC1	2	-5	x	-20	1	3	x	x
CCOC(=O)c1c(NC(=O)COC(=O)c2ccccn2)sc(C(=O)N(C)C)c1C	5	x	1.0	3	x	-1	2	16
C[C@H]1CN([C@@H](C)CO)C(=O)c2cc(C3=CCCC3)cnc2O[C@H]1CN(C)C(=O)CN(C)C	51	-6	-2.5	11	1[16.7 µM]	-6	-22	25
CCCOc1ccc(NC(=O)Cc2ccc(S(=O)(=O)N3CCOCC3)s2)cc1OCCC	-1	x	2.7	-7	6	-3	-5	-44
COc1ccc(-c2csc(NC(=O)c3ccccc3NS(=O)(=O)c3ccc(F)c(F)c3)n2)cc1	-8	2	-6.0	-96	-13	-1	17	-69

# (cont.)
SMILES	Cneo AK release	PGC1a acetyl inh	F508del corr	Statin myotox sup	miR-122 sensor	PglD DTNB	FN deposit inh	INS-1E GSIS act
Cc1n[nH]c(=S)n1/N=C/c1c(O)ccc2ccccc12	-1	-2	1.0	9	-1	-3	10	0
Cc1cc(C)c(NC(=O)Cn2cnc3c(oc4ccccc43)c2=O)c(C)c1	x	-2	3.1	x	-2	x	-3	-2
O=C(NCCNC(=O)c1ccc([N+](=O)[O-])cc1)c1ccncc1	x	-3	-0.4	-3	-7	x	x	3
COc1ccc(S(=O)(=O)N[C@H]2C=C[C@@H](CC(=O)NCCc3ccncc3)O[C@H]2CO)cc1	0	-6	0.1	-2	x	-2	-15	6
CC1CN(CCCCOc2ccc(Cl)c3ccccc23)CC(C)O1 (stereo not given)	1	-11	-2.5	-4	19	-2	8	-31
CCCCc1cc(=O)oc2cc(C)cc(OCC(=O)N3CCC(C(=O)O)CC3)c12	4	27	0.0	-7	-3	3	x	-1
Cc1ccc(Nc2cc(C)c3c(O)cccc3n2)cc1C	-6	-5	3.1	-16	-2	-1	17	x
O=C(O)CN1C(=O)/C(=C\c2ccccc2OCc2ccccc2)SC1=S	0	x	-4.7	-11	-4	3	3	25
O=C1NC[C@H](Cc2ccccc2)N(CCc2cccc(F)c2)C1=O	-1	x	0.4	-1	-5	4	4	8

# Screens deposited in PubChem by Broad Institute.
